Assay outcomes as filed in PubChem BioAssay.
hcDAF12 agonist: activates DAF-12 receptor from parasite H. contortus | HEK293 hcDAF-12 lit1-tk-luc reporter, luminescence; 0% DMSO, 100% Δ7-dafachronic acid | activation, % at 6.8 µM | 370,000 compounds, 1.4% hits | AID 652067;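 active means activation above the mean of all tested compounds plus 3 SD, cut at about 5.5% in these data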;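 further: 100% = response to 3 µM Δ7-dafachronic acid high control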
ssDAF12 agonist: activators of S. stercoralis DAF-12 nuclear receptor; HEK293 ssDAF-12/GRIP1 lit1-tk-luc reporter, luminescence; % of 3 µM dafachronic acid response; activation, % at 6.8 µM; 370,000 compounds, 1% hits; AID 652126;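 active means activation above the mean over all tested compounds plus 3 SD, cut at about 0.9% in these data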;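 further: 0% = DMSO-only wells and 100% = 3 µM delta7-dafachronic acid wells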
ADAM17 inh: inhibitors of human ADAM17; P78536; recombinant ADAM17, EDANS/DABCYL FRET peptide cleavage; inhibition, % at 6.95 µM; 370,000 compounds, 0.83% hits;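 active means inhibition above the mean of compounds lying between control limits plus 3 SD, set per campaign, cut at about 8.5% in these data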;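 further: 0% = DMSO-only wells as the low control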
Target sequence (P78536 215-824 limits assumed): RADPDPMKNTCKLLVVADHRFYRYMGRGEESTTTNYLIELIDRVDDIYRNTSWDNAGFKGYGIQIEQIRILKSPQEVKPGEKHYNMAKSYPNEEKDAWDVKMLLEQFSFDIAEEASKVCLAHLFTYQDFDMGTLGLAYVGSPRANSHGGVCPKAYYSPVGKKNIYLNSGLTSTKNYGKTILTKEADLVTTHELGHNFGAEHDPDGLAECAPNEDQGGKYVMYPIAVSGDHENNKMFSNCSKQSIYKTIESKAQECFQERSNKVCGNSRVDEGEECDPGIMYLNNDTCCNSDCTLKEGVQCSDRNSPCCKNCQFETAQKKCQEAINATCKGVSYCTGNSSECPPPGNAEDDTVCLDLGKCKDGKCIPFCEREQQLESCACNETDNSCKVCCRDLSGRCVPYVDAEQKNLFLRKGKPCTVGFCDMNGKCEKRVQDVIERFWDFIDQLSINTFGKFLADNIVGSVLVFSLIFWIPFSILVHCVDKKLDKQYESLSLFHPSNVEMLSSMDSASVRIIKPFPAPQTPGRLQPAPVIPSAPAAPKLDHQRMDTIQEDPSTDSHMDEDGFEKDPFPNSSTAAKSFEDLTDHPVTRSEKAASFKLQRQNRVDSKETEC
GC-A act: GC-A (human) enzyme activation | HEK293 GC-A cells, cGMP TR-FRET, EC30 ANP; 0% at EC30 ANP, 100% saturating ANP | P16066 | activation, % at 10 µM | 370,000 compounds, 0.14% hits; in the data active means activation above about 40%
DAX1 inh-1: inhibitors of DAX1 repression of SF-1 activated StAR promoter; HEK293T StAR-luciferase reporter, SF-1/DAX-1 repression relief; inhibition, % at 6.8 µM; 370,000 compounds, 1.1% hits; AID 652010;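 active means inhibition above the mean over all tested compounds plus 3 SD, cut at about 3.6% in these data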;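 further: 0% = DAX-1 cells with DMSO and 100% = cells lacking DAX-1 with DMSO; higher inhibition means more luminescence from relief of DAX-1 repression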
hgDAF12 agonist: agonists of H. glycines DAF-12 nuclear receptor. AID 687014. HEK293 GAL4-hgDAF12 UAS-luciferase reporter, agonist luminescence; normalized to butyrate control. activation, % at 6.8 µM. 370,000 compounds, 1.8% hits;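 active means activation above a cutoff set at the mean of all screened compounds plus 3 SD, cut at about 10% in these data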;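 further: 0% = DMSO wells and 100% = sodium butyrate wells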
SMARCA2 activ: SMARCA2 function activation, primary screen; MG213 cells, MMTV-luciferase reporter, dexamethasone, overnight; 370,000 compounds, 1% hits; activation, % at 9.1 µM; in the data active means activation above about 7.8%;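 further: 0% = vehicle wells and 100% = reference activator wells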
PG9 Ab binder: small molecules binding HIV-1 gp120 antibody PG9; TR-FRET gp120-PG9 antibody binding; 360,000 compounds, 0.43% hits; AID 624416; inhibition, % at 6.7 µM; in the data active means inhibition above about 8.5%
DAX1 inh-2: NR0B1 (DAX1) inhibition. P51843. HEK293 Gal4-DAX1 luciferase reporter, luminescence. inhibition, % at 6.75 µM. 340,000 compounds, 0.99% hits. AID 504766;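 active means inhibition above the mean over all tested compounds plus 3 SD, cut at about 4.2% in these data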;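 further: 0% = DAX1-transfected cells with DMSO and 100% = empty-vector control cells with DMSO; inhibition shows as a rise in luminescence from relieved DAX1 repression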
ADAM10 inh: inhibitors of human ADAM10; AID 720582; O14672; inhibition, % at 7 µM; 370,000 compounds, 0.62% hits; recombinant ADAM10, EDANS/DABCYL FRET peptide cleavage, 3 h;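 active means inhibition above a per-campaign cutoff equal to the mean of compounds falling between control-based bounds plus 3 SD, cut at about 20% in these data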;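 further: 0% = DMSO wells while the 100% control is not disclosed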
Target sequence (O14672 214-748 limits assumed): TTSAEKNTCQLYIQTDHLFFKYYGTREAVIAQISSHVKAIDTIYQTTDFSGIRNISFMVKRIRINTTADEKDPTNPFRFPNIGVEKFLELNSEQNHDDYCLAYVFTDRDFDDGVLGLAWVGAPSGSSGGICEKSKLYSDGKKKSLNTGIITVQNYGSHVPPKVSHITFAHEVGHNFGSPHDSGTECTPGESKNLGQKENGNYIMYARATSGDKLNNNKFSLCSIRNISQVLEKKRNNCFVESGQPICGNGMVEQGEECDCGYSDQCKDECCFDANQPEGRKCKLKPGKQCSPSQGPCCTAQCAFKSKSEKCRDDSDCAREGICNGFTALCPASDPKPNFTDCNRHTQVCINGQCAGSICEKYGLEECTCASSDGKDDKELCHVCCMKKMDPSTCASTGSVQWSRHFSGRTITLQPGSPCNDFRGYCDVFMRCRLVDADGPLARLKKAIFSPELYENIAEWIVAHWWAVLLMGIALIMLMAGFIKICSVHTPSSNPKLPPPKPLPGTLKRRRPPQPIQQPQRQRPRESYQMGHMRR
FXN GAA850 act: activators of GAA850 frataxin (FXN) promoter | HEK293 lucGAA850 FXN promoter luciferase reporter, 24 h; percent of 10 µM SAHA response | activation, % at 6 µM | 360,000 compounds, 0.56% hits;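 active means activation above the average of all compounds screened plus 3 SD, cutoff fixed separately per campaign, cut at about 7.5% in these data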;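 further: 0% = DMSO wells and 100% = 10 µM SAHA wells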
* marks the source's active call; other numbers are inactive results; i = inactive; . = not tested or not shown.

SMILES	hcDAF12 agonist	ssDAF12 agonist	ADAM17 inh	GC-A act	DAX1 inh-1	hgDAF12 agonist	SMARCA2 activ	PG9 Ab binder	DAX1 inh-2	ADAM10 inh	FXN GAA850 act
CCOC(=O)c1c(C)[nH]c(C(=O)CN2C(=O)NC(C)(c3ccc4ccccc4c3)C2=O)c1C (stereo not given)	0.3	-1.7	7	1	-1.6	-0.6	-4	0.1	0.6	6	1.2
COCCCNC(=O)C1c2ccccc2Oc2ccccc21	-1.3	-1.2	-6	-3	-0.1	0.5	-1	2.9	-0.1	-15	-0.6
CC(Nc1ccc2ccccc2c1)C(=O)N/N=C/c1ccncc1 (stereo not given)	2.3	0.4	-8	-2	-2.8	-1.3	-1	-1.9	1.3	-26	0.0
Cc1ccc(NC(=O)COC(=O)CNC(=O)c2ccc(C)s2)cc1	1.2	-1.7	-7	-1	0.3	-0.1	-4	-0.3	1.1	-4	1.4
Cc1cc(C)cc(OCC(=O)Nc2cc(C)on2)c1	-2.3	-1.7	-4	0	-0.3	1.0	-3	1.0	0.0	2	1.7
O=C(Nc1ccc([N+](=O)[O-])cc1)C1CC1(c1ccccc1)c1ccccc1 (stereo not given)	1.4	0.5	3	0	0.1	3.3	-4	0.7	-0.2	3	0.5
CCCn1c(=NC(C)=O)c(C(=O)OCC)cc2c(=O)n3ccccc3nc21	1.1	-1.4	i	6	0.2	0.6	-1	0.3	-0.9	i	5.8
CCOC(=O)c1c(C)[nH]c(C)c1C(=O)CSc1nc2ccccc2[nH]1	-2.0	-1.6	-1	3	-0.4	-0.6	0	-1.4	0.9	-4	-0.6
Cc1ccc2nc(-c3ccc(CN4CCC(n5cc(-c6ccccc6)[nH]c5=O)CC4)cc3)c(-c3ccccc3)nc2c1	-2.6	-1.7	-73	-1	-2.6	0.9	-1	-0.3	.	-357	.
CC(C)COC(=O)C1C2C=CC3(CN(C4CCCC4)C(=O)C13)O2 (stereo not given)	-1.8	-0.9	3	2	0.5	-4.3	-1	1.1	3.0	-17	0.5
CCOC(=O)C1CCN(C(=O)c2ccc3c(c2)C(=O)N(c2ccccc2C)C3=O)CC1	-0.8	0.0	-2	2	0.5	1.5	0	0.3	-0.6	-9	1.3
COc1cc(/C=N/NC(=O)CC2C(=O)NN=C2C)ccc1O (stereo not given)	-1.5	-0.6	-9	-1	-0.2	-0.7	1	0.0	2.5	-10	1.5
CCC1=NN2C(=N)/C(=C/c3cc(C)n(-c4ccccc4)c3C)C(=O)N=C2S1	-0.7	-1.4	0	1	-0.2	-0.5	-4	1.5	0.5	-1	0.8
Cc1ccc(C(=O)Nc2cccc3ncccc23)cc1[N+](=O)[O-]	-1.0	-1.5	-5	7	0.7	-2.9	-2	-0.9	0.0	-24	0.3
O=C1CCCC2=C1C(c1ccsc1)CC(=O)N2c1ccccc1 (stereo not given)	-1.4	-1.2	-2	1	0.3	0.0	4	-1.6	0.2	2	-0.5
CC(=O)c1cccc(NC(=S)N2CCN(CCN3C(=O)c4cccc5cccc(c45)C3=O)CC2)c1	-0.8	-1.1	-4	-2	-0.4	1.9	0	-0.9	0.1	-4	1.8
Cc1[nH]c2ccccc2c1C(=O)CSc1nc2ccccc2c(=O)n1CCCN1CCOCC1	-5.0	-2.0	8	4	-1.6	-5.8	-4	1.6	-2.4	18	-4.9
COc1cc(OC)c(/C=N/NC(=O)c2ccc(NC(C)=O)cc2)cc1Br	0.4	-0.5	-4	-3	0.1	1.4	-2	-0.9	0.4	-3	-2.7
Cc1ccc(-n2c(SCC(=O)O)nc3sc4c(c3c2=O)CC(C)(C)SC4)cc1	-1.7	-1.7	-4	2	-0.4	-0.4	-2	0.9	0.1	1	0.6
CCOC(=O)C(CC(=O)O)N1CCCCC1 (stereo not given)	-0.8	-1.1	-3	0	-0.9	0.7	-2	0.5	1.6	-4	-1.7
O=C1Nc2cc(C(=O)NCCCN3CCCC3)ccc2S/C1=C/c1cccc(Cl)c1	0.0	-0.7	2	4	1.5	-1.6	-3	-1.0	-0.5	9	0.1
Cc1cc(C)c(S(=O)(=O)N2CCN(C(=O)C(C)Cn3nc(C)nc3C)CC2)c(C)c1 (stereo not given)	-1.2	0.4	0	1	0.7	-0.9	-2	0.8	0.6	-3	0.3
O=C(NCC1CCCO1)c1ccc(/C=N/O)nc1 (stereo not given)	-1.4	-1.5	0	1	0.2	1.0	2	-1.8	1.2	-2	1.4
COc1cccc(S(=O)(=O)NCc2ccc3c(c2)OCO3)c1	-1.0	-1.3	1	4	0.7	1.6	2	-1.8	0.0	4	2.0
O=C(CN(CCc1ccccc1)S(=O)(=O)c1ccc(F)cc1)N1CCOCC1	-3.0	-1.1	-1	1	-0.1	-0.4	1	.	.	-7	.

Fetched by compound from above, 3 records:
SMILES	hcDAF12 agonist	ssDAF12 agonist	ADAM17 inh	GC-A act	DAX1 inh-1	hgDAF12 agonist	SMARCA2 activ	PG9 Ab binder	DAX1 inh-2	ADAM10 inh	FXN GAA850 act
Cc1ccc(NC(=O)COC(=O)CNC(=O)c2ccc(C)s2)cc1	1.2	-1.7	-7	-1	0.3	-0.1	-4	-0.3	1.1	-4	1.4
O=C1CCCC2=C1C(c1ccsc1)CC(=O)N2c1ccccc1 (stereo not given)	-1.4	-1.2	-2	1	0.3	0.0	4	-1.6	0.2	2	-0.5
CCOC(=O)C1CCN(C(=O)c2ccc3c(c2)C(=O)N(c2ccccc2C)C3=O)CC1	-0.8	0.0	-2	2	0.5	1.5	0	0.3	-0.6	-9	1.3

Carrying on.
SMILES	hcDAF12 agonist	ssDAF12 agonist	ADAM17 inh	GC-A act	DAX1 inh-1	hgDAF12 agonist	SMARCA2 activ	PG9 Ab binder	DAX1 inh-2	ADAM10 inh	FXN GAA850 act
Cn1cnnc1SCC(=O)Nc1ccc(S(N)(=O)=O)cc1	-1.8	-1.2	-1	2	-1.1	1.6	-1	1.3	0.1	-5	-0.8
O=[N+]([O-])c1ccc(OCc2nnc(-c3ccccc3)o2)cc1	1.0	-0.1	0	1	0.7	-5.3	0	-1.1	-0.7	7	0.9
O=C1CC(N2CCSCC2)C(=O)N1c1ccc(Br)cc1 (stereo not given)	-0.7	-1.4	-3	0	0.2	-1.0	-7	0.8	1.1	-6	1.0
C[C@H]1COC[C@@H](C/C=C/c2ccccc2)N1c1ccccc1	0.0	-1.3	-3	3	1.3	3.2	-1	-2.4	-0.1	-2	0.7
COC(=O)CCCC1=CC2=CC(=O)C(C)(OC(=O)c3cccs3)C(=O)C2=CN1CC(C)C (stereo not given)	-1.1	-1.1	-2	-2	0.2	-1.0	2	-3.2	2.2	-3	-1.5
O=C(c1cn(CC2CCCCC2)nn1)N1CCN(c2ccc(F)cc2)CC1	-1.9	-1.8	-1	1	-2.5	1.8	-2	-1.5	-0.6	1	0.6
Cc1ccc(S(=O)(=O)N2CCN(S(=O)(=O)N(C)C)CC2)cc1	2.5	-0.9	-1	0	0.1	-1.8	-4	1.3	0.1	-1	2.4
N#Cc1nc(-c2ccco2)oc1NCc1ccco1	-1.9	-1.5	-50	4	0.5	1.7	-2	-1.6	-1.0	-152	0.2
O=C(N[C@H](C(=O)N1CCC[C@H]1C(=O)NCc1ccccc1)c1ccccc1)c1ccc(Cl)c(Cl)c1	-0.2	-1.4	2	2	-0.4	2.9	0	0.5	.	7	.
Cc1cc(CNC(=O)C2CCC(=O)N(CCc3cccc(F)c3)C2)nn1C (stereo not given)	-0.6	-0.5	-5	-1	-0.1	-3.0	-3	0.4	0.3	-11	-2.5
O=C(CSc1nnc(SCc2cccc3ccccc23)s1)Nc1ccccc1-c1ccccc1	-3.2	-1.4	-1	-3	-2.2	0.5	-7	.	.	-3	.
O=C1CCCc2c1[nH]c1c(Br)cccc21	-2.0	-0.7	-5	7	0.1	0.8	0	-0.2	-0.2	-17	1.7
N=c1c(C(=O)NCc2ccccc2)cc2c(=O)n3ccccc3nc2n1CCCN1CCOCC1	0.8	-1.2	-350	12	-0.7	1.9	-1	-1.7	0.2	i	0.3
CC(C)c1ccccc1NC(=O)CNC(C)c1ccc(F)cc1 (stereo not given)	-3.2	-1.4	-5	-3	-0.4	-4.1	-2	2.4	.	5	3.7
Cn1cc(NC(=O)OCc2ccc(Cl)cc2)c(C(F)(F)F)n1	0.7	-0.4	2	-3	3.7*	2.4	2	-1.0	1.0	-1	0.5
C=CCn1cc(Cl)c(=O)n(CC=C)c1=O	0.0	-1.3	-1	-1	0.3	-2.5	2	-1.9	-0.9	9	2.9
Cc1ccc(S(=O)(=O)NCc2ccccc2)cc1C(=O)N(C)Cc1ccc(F)cc1	-0.8	-1.1	3	0	-2.3	0.4	-1	-1.2	1.0	-4	-0.8
Cc1cccc(N2CCN(S(=O)(=O)c3cc4c(cc3Cl)NC(=O)CO4)CC2)c1C	2.2	-1.5	3	-2	-0.3	1.4	-4	-1.4	0.1	16	-1.3
Cc1ccc(SCCC(=O)OCC(=O)NCC2CCCCC2)cc1	-1.1	-1.2	0	3	0.2	1.8	1	-0.2	-0.1	5	3.2
Cn1cc(/C=N/NC(N)=S)c2ccccc21	1.7	-1.9	3	-4	-0.8	-0.8	3	-4.5	-0.9	6	0.3
O=C(NN1CCOCC1)c1ccc(Cl)cc1Cl	0.8	-1.0	2	-3	1.7	0.9	-5	0.5	-0.6	6	-0.4
Cc1nc(COc2cccc(Cl)c2)sc1C(=O)/C=C/N(C)C	1.0	-2.0	-1	0	-0.3	1.5	0	-1.1	-0.5	4	0.9
Cc1ccc(-n2ncc3c2CCCC3NC(=O)c2ccoc2)cc1C (stereo not given)	-2.7	-1.4	-1	2	-1.9	-5.7	2	-2.1	-1.3	-14	-1.3
CC(C)(C)C(=O)Nc1ccc(NC(=O)C(C)(C)C)cc1	-0.8	-1.1	-9	4	0.4	3.8	-1	1.6	3.5	-1	3.2
CC(C)(C)NC(=O)Cn1nnc(-c2ccccc2NC(=O)c2ccco2)n1	0.9	-0.9	-5	-2	-0.2	0.8	-2	-0.1	0.2	4	-0.7
COc1ccc(OC)c(S(=O)(=O)Nc2ccc(OCC(=O)O)cc2)c1	-0.4	-0.2	-3	4	-0.7	-0.1	-2	1.6	-0.4	-17	3.0
Cn1c(CCN2CCCCC2)nc2cc(NC(=O)NC3CCCCC3)ccc21	-0.3	-0.9	-98	0	0.5	-2.8	4	-0.1	0.8	-316	1.5
CCOC(=O)C(CCCCC(NC(C)=O)(C(=O)OCC)C(=O)OCC)(NC(C)=O)C(=O)OCC	-0.8	-0.9	-2	6	-0.6	-2.3	2	0.7	-0.1	4	3.1
CC1C(=O)N(Cc2cn(Cc3ccco3)nn2)CCS(=O)(=O)N1Cc1ccc(-c2ccncc2)cc1 (stereo not given)	-0.1	-1.0	-5	3	0.7	-0.5	5	3.2	1.6	-12	-0.3

Filtered by structure, the compounds so far containing a tert-butyl group (2)
SMILES	hcDAF12 agonist	ssDAF12 agonist	ADAM17 inh	GC-A act	DAX1 inh-1	hgDAF12 agonist	SMARCA2 activ	PG9 Ab binder	DAX1 inh-2	ADAM10 inh	FXN GAA850 act
CC(C)(C)C(=O)Nc1ccc(NC(=O)C(C)(C)C)cc1	-0.8	-1.1	-9	4	0.4	3.8	-1	1.6	3.5	-1	3.2
CC(C)(C)NC(=O)Cn1nnc(-c2ccccc2NC(=O)c2ccco2)n1	0.9	-0.9	-5	-2	-0.2	0.8	-2	-0.1	0.2	4	-0.7
